PglD DTNB: C. jejuni PglD acetyltransferase inhibitors, primary screen, biochemical, DTNB colorimetric, single point. UDP-N-acetylbacillosamine N-acetyltransferase PglD (Campylobacter jejuni). purified PglD enzyme, DTNB colorimetric CoA detection. inhibition, % at 12.5 µM. 360,000 tested, 0.098% active. AID 602405, 2012; in the data active = inhibition above about 16%, passing the limit was not always enough; note: strong numbers were not always called active
ERAP1 inh: human ERAP1 aminopeptidase inhibitors, primary screen, biochemical, single point, plate reader | Endoplasmic reticulum aminopeptidase 1 (Homo sapiens), Q9NZ08 | recombinant ERAP1, Leu-AMC fluorescence, 60 min | inhibition, % at 10.7 µM | 340,000 tested, 0.15% active | AID 652197, 2013;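 active = mean replicate inhibition of at least 30%, or all replicates individually reaching that 30% level; inactive = mean below 30% and not every replicate reaching it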;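 note: 0% = neutral control wells and 100% = L-leucinethiol positive control wells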
Target sequence (Q9NZ08 whole entry, looked up): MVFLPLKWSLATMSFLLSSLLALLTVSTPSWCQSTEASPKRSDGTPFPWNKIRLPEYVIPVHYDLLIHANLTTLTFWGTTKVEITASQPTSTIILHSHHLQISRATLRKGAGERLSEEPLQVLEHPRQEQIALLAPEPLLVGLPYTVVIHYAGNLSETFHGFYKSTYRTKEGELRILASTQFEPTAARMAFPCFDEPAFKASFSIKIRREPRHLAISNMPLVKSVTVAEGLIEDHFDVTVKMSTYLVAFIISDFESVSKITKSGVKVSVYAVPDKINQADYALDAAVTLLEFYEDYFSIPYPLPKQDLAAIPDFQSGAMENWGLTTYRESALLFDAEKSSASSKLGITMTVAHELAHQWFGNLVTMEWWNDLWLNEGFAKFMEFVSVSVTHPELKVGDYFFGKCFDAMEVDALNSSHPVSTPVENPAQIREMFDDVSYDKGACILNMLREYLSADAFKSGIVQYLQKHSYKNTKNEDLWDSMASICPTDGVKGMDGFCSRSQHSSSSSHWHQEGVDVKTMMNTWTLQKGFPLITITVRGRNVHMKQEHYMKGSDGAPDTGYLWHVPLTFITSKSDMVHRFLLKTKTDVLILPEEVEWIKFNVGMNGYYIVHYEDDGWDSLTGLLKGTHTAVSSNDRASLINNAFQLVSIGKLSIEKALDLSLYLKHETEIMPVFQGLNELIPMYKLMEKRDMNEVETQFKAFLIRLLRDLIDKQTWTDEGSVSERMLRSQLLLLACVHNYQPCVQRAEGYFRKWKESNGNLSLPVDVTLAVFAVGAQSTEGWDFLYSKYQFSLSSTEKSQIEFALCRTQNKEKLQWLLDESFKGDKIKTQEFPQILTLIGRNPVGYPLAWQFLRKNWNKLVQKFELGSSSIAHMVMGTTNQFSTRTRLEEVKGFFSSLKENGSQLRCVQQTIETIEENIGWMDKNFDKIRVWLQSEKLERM
FN deposit inh: inhibitors of fibronectin matrix deposition, primary screen, AH1F cells, Alexa488-fibronectin fluorescence, plate reader; 350,000 tested, 0.086% active; inhibition, % at 12.6 µM; AID 743247, 2014; AH1F fibroblasts, overnight;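 active = mean inhibition across replicates of 30% or more, regardless of how many single replicates reach that level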;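 note: positive control wells lacked labelled fibronectin entirely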
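Material: AH1F fibroblast monolayer depositing Alexa488-labelled fibronectin into matrix | Input: 10000 AH1F cells/well | Medium: DMEM plus 2% serum, read in PBS | Reagent: Alexa488-fibronectin, 24 nM final in well | Compound dosing: One dose per compound, pinned | Schedule: 1 h adhesion, overnight exposure | Measured by: Fluorescence at 485 nm excitation, 525 nm emission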
PAX8 inh HTS: inhibitors of PAX8-driven TPO luciferase reporter, primary screen, RMG-I cells, single concentration. 360,000 tested, 1.2% active. inhibition, % at 12.6 µM. SteadyGlo, 24 h;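 active = mean replicate inhibition at least 60% with every replicate also reaching 60%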;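 note: luciferase light reporting Pax8 driven TPO promoter activity; plate controls were median of neutral control wells for no effect and mitoxantrone controls for full effect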
S100A4 MyoIIA: inhibitors of S100A4-myosin IIA peptide binding, primary screen, biochemical, fluorescence polarization, TAMRA-MyoIIA peptide; Protein S100-A4 (Homo sapiens), P26447; inhibition, % at 10.7 µM; 360,000 tested, 0.14% active;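 active = mean inhibition of at least 70% across replicates, with every replicate also reaching that level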
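Test system: S100A4 monomer protein; Medium: HEPES pH 7.2 with CaCl2, KCl, NaCl, DTT, Triton; Probe or stimulus: TAMRA-labelled myosin IIA heavy-chain peptide probe, 5 nM; Doses: one dose per compound; Times: polarization read 5 min after assay mix addition, stable 5–60 min; Benchmarks: neutral control DMSO, positive control TFP.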
EWS-Fli inh: EWS/Fli-driven NR0B1 reporter inhibitors, primary screen, A673 cells, NR0B1 luciferase, luminescence, MLPCN library; 350,000 tested, 0.67% active; viability-normalised; inhibition, % at 12.6 µM; AID 651661, 2012;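 active = mean inhibition of at least 50% after viability correction, with every replicate also passing that limit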;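 note: firefly luciferase signal divided by Alamar Blue viability fluorescence both relative to DMSO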
PGC1a acetyl inh: inhibitors of PGC1a acetylation signal, primary screen, cell-based, U2OS, AlphaScreen, inhibitor mode; AlphaScreen anti-acetyl-lysine; with virally co-expressed GCN5 acetyltransferase; inhibition, % at 15.6 µM; 350,000 tested, 0.17% active; AID 651687, 2012;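 active = every replicate shows inhibition of at least 40%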;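 note: 0% = neutral control wells and 100% = positive control wells; some results beyond the cut were filed as inactive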
LGR2 inh: inhibitors of bursicon-induced LGR2 CRE-luciferase signal, primary screen, cell-based, HEK293, CRE-luciferase reporter, bursicon stimulation; bursicon-stimulated, 4 h; inhibition, % at 9.99 µM; 380,000 tested, 0.35% active;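 active = drop in luminescence signal, shown as inhibition above about 50% in the replicate tests, limit read from the data, passing the limit was not always enough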;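 note: agonist challenge used bursicon conditioned medium at about half maximal strength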
* marks the source's active call; other numbers are inactive results; . = no result given. A portion of the library (hit frequency here may not be typical).

1	CCC1(O)CCC2C3CCC4=CC(=O)CCC4C3CCC21CC (stereo not given)
2	CC=Cc1ccc2n(c1=O)C[C@H]1[C@H](CO)[C@@H](C(=O)N(C)C)[C@@H]2N1C (mixture of isomers)
3	O=c1cccc2n1C[C@H]1C[C@@H]2CN2CCCC[C@@H]12
4	CCCN1[C@@H]2Cn3c(ccc(-c4cccc(OC)c4)c3=O)[C@H]1[C@@H](C(=O)OC)[C@@H]2CO
5	O=[N+]([O-])c1[nH]cnc1Br
6	O=[N+]([O-])c1ccc2c(c1)Cc1cc(O)ccc1-2

assay / compound,1,2,3,4,5,6
FN deposit inh,.,0,-2,.,0,.
PglD DTNB,-4,-2,-3,.,-2,.
LGR2 inh,-3,-11,-5,-1,2,-15
EWS-Fli inh,8,-5,-8,4,-14,5
PGC1a acetyl inh,-1,.,4,9,-2,17
ERAP1 inh,0,3,.,-1,-2,0
S100A4 MyoIIA,-1,-1,-6,18,-5,-2
PAX8 inh HTS,16,.,1,.,15,-18

7	c1ccc(OCC2CO2)cc1 (stereo not given)
8	CC1(C)NC(=O)[C@H]2CCCN21
9	COc1ccccc1N1CCN(Cc2cccc(Br)c2)CC1
10	COc1ccc(CCNC2CCCCC2)cc1
11	Cc1cccc(-n2c(=S)[nH]c3ccccc3c2=O)n1
12	C/C=C/c1ccc(C2[C@H]3CNC[C@@H]2N3CC2CCCCC2)cc1 (stereo not given in full)

assay / compound,7,8,9,10,11,12
FN deposit inh,.,-9,1,-1,0,3
PglD DTNB,1,3,0,.,-1,.
LGR2 inh,-5,-16,2,-12,-9,-5
EWS-Fli inh,0,-7,11,7,5,76*
PGC1a acetyl inh,-22,5,-4,.,9,-3
ERAP1 inh,-4,1,-2,0,0,.
S100A4 MyoIIA,4,1,-4,-6,-6,0
PAX8 inh HTS,.,-1,-30,7,-1,-4

13	CCCN(CCC)C1CCc2cccc(O)c2C1 (stereo not given)
14	COc1ccccc1-n1c(/C=C/c2ccc(O)cc2)nc2ccccc2c1=O
15	COC(=O)[C@@H]1[C@@H](CO)[C@@H]2Cn3c(ccc(C4=CCCC4)c3=O)[C@H]1N2S(=O)(=O)c1cn(C)cn1
16	O=C(Cc1ccccn1)N1CCCCN2[C@H](CO)[C@@H](c3ccc(-c4ccccc4F)cc3)[C@@H]2C1
17	O=C1NCN(c2ccccc2)C12CCN(C(CCc1ccccc1)c1nnnn1C1CCCC1)CC2 (stereo not given)
18	COc1ccc(N2CCN(CCc3ccncc3)CC2)cc1

assay / compound,13,14,15,16,17,18
FN deposit inh,0,7,.,.,-2,-6
PglD DTNB,-4,7,-2,2,5,-3
LGR2 inh,29,.,-4,7,-1,-10
EWS-Fli inh,-8,1,5,26,19,1
PGC1a acetyl inh,-3,6,.,21,-42,9
ERAP1 inh,-1,0,2,1,.,-4
S100A4 MyoIIA,3,-2,5,-4,2,3
PAX8 inh HTS,-8,16,-8,44,19,22

Gathered by group, the entries above containing bromine.
5	O=[N+]([O-])c1[nH]cnc1Br
9	COc1ccccc1N1CCN(Cc2cccc(Br)c2)CC1

assay / compound,5,9
FN deposit inh,0,1
PglD DTNB,-2,0
LGR2 inh,2,2
EWS-Fli inh,-14,11
PGC1a acetyl inh,-2,-4
ERAP1 inh,-2,-2
S100A4 MyoIIA,-5,-4
PAX8 inh HTS,15,-30

(next part)
19	Cc1ccccc1NC(=O)COC(=O)c1cc(C)n(C2CC2)c1C
20	Cc1ccc(S(=O)(=O)N2Cc3cc(-c4cccc(F)c4)ccc3-n3nncc3C2)cc1
21	COC(=O)C1=C(c2ccc(C(C)=O)cc2)C[C@@H]2CC[C@H]1N2C(=O)NCc1ccco1
22	Cc1ccc(-n2c(O)c(C=NCC3CCCO3)c(=O)[nH]c2=O)c(C)c1 (stereo not given)
23	O=C1NC(=O)C(CCc2ccncc2)(Cc2ccc([N+](=O)[O-])cc2)C(=O)N1
24	COc1ccc(CCN)cc1O

assay / compound,19,20,21,22,23,24
FN deposit inh,-5,6,-24,3,-1,4
PglD DTNB,4,0,-1,0,.,-2
LGR2 inh,-5,-3,14,4,.,-8
EWS-Fli inh,-4,7,2,-9,2,-2
PGC1a acetyl inh,-7,-11,-4,2,.,-1
ERAP1 inh,2,-4,.,.,-4,-2
S100A4 MyoIIA,-6,-4,-3,1,-1,0
PAX8 inh HTS,-18,9,9,-2,-39,-14

13 structures from above, sorted by count of non-hydrogen atoms, falling.
17	O=C1NCN(c2ccccc2)C12CCN(C(CCc1ccccc1)c1nnnn1C1CCCC1)CC2 (stereo not given)
16	O=C(Cc1ccccn1)N1CCCCN2[C@H](CO)[C@@H](c3ccc(-c4ccccc4F)cc3)[C@@H]2C1
15	COC(=O)[C@@H]1[C@@H](CO)[C@@H]2Cn3c(ccc(C4=CCCC4)c3=O)[C@H]1N2S(=O)(=O)c1cn(C)cn1
20	Cc1ccc(S(=O)(=O)N2Cc3cc(-c4cccc(F)c4)ccc3-n3nncc3C2)cc1
21	COC(=O)C1=C(c2ccc(C(C)=O)cc2)C[C@@H]2CC[C@H]1N2C(=O)NCc1ccco1
14	COc1ccccc1-n1c(/C=C/c2ccc(O)cc2)nc2ccccc2c1=O
23	O=C1NC(=O)C(CCc2ccncc2)(Cc2ccc([N+](=O)[O-])cc2)C(=O)N1
12	C/C=C/c1ccc(C2[C@H]3CNC[C@@H]2N3CC2CCCCC2)cc1 (stereo not given in full)

assay / compound,17,16,15,20,21,14,23,12
FN deposit inh,-2,.,.,6,-24,7,-1,3
PglD DTNB,5,2,-2,0,-1,7,.,.
LGR2 inh,-1,7,-4,-3,14,.,.,-5
EWS-Fli inh,19,26,5,7,2,1,2,76*
PGC1a acetyl inh,-42,21,.,-11,-4,6,.,-3
ERAP1 inh,.,1,2,-4,.,0,-4,.
S100A4 MyoIIA,2,-4,5,-4,-3,-2,-1,0
PAX8 inh HTS,19,44,-8,9,9,16,-39,-4

18	COc1ccc(N2CCN(CCc3ccncc3)CC2)cc1
11	Cc1cccc(-n2c(=S)[nH]c3ccccc3c2=O)n1
13	CCCN(CCC)C1CCc2cccc(O)c2C1 (stereo not given)
10	COc1ccc(CCNC2CCCCC2)cc1
24	COc1ccc(CCN)cc1O

assay / compound,18,11,13,10,24
FN deposit inh,-6,0,0,-1,4
PglD DTNB,-3,-1,-4,.,-2
LGR2 inh,-10,-9,29,-12,-8
EWS-Fli inh,1,5,-8,7,-2
PGC1a acetyl inh,9,9,-3,.,-1
ERAP1 inh,-4,0,-1,0,-2
S100A4 MyoIIA,3,-6,3,-6,0
PAX8 inh HTS,22,-1,-8,7,-14

Next part.
25	O=C1C2CCCN2C(c2ccccc2)N1c1ccccn1 (stereo not given)
26	COc1ccc(CC(=O)N(CCN(C)C)CC2CCCN(Cc3ccccc3F)C2)cc1 (stereo not given)
27	CNC(=O)Oc1cccc2c1OC(C)(C)O2
28	CCC(=NCCc1ccccc1)c1c(O)n(C)c(=O)n(C)c1=O
29	O=C(NC(=S)N1CC1)c1ccccc1
30	N#Cc1ccc(NC(=S)N2Cc3ccc(Br)cc3-n3nncc3C2)cc1

assay / compound,25,26,27,28,29,30
FN deposit inh,7,-4,-6,-3,5,3
PglD DTNB,-1,-5,-4,-4,0,.
LGR2 inh,.,-5,8,-11,-17,8
EWS-Fli inh,.,18,-2,12,-6,-5
PGC1a acetyl inh,7,-7,0,-9,-1,.
ERAP1 inh,.,-3,0,3,0,-1
S100A4 MyoIIA,.,-15,-1,-1,-6,8
PAX8 inh HTS,12,14,.,9,-2,9

31	COc1cccc(C2(O)CCN(CC(=O)Nc3nc(C)cs3)CC2)c1
32	CN1C2c3ccccc3C3C4c5ccccc5C(C31)C(C2[N+](=O)[O-])N4C (stereo not given)
33	O=C(OCCN1CCOCC1)C1(c2ccccc2)CCCC1
34	CC12Cc3cnoc3C=C1CCC1C2CCC2(C)C1CCC2(C)O (stereo not given)

assay / compound,31,32,33,34
FN deposit inh,-5,-3,-6,12
PglD DTNB,.,3,.,3
LGR2 inh,16,11,12,18
EWS-Fli inh,11,-2,3,21
PGC1a acetyl inh,.,.,0,-6
ERAP1 inh,0,-1,-7,1
S100A4 MyoIIA,2,-1,-2,-19
PAX8 inh HTS,19,-13,15,36

Assay outcomes deposited in PubChem by Broad Institute.
